TDP2 absorb = blocks human TDP2 phosphodiesterase activity. inhibition, % at 12.8 µM. O95551. recombinant TDP2, T5PNP hydrolysis, p-nitrophenol absorbance 415 nm. AID 720702. hit rate 0.34% among 370,000;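 active means inhibition above the mean of all tested compounds plus 3 SD, set per campaign, cut at about 25% in these data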;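 further: 0% = DMSO with enzyme and 100% = buffer with substrate but no TDP2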
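Assay system: Recombinant human TDP2 | Quantity: 120 nM TDP2 per well | Incubation: 2 h at 37 °C | Signal: Epi absorbance | Evaluation: Percent inhibition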
SIAE primary = inhibitors of human sialic acid acetylesterase SIAE; SIAE FP-Rh probe binding, fluorescence polarization; inhibition, % at 9.66 µM; hit rate 0.69% among 370,000; Q9HAT2;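 active means inhibition above a cutoff: mean of compounds within the control limits plus 3 SD of those, cut at about 17% in these data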;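 further: 0% = plate median of compound wells and 100% = probe without SIAE protein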
PLC-gamma1 inh = blocks human PLC-gamma1 enzyme activity; P19174; purified PLC-gamma1, fluorogenic substrate, fluorescence; inhibition, % at 12.2 µM; hit rate 0.84% among 370,000; in the data active means inhibition above about 9.5%
PLC-beta3 inh = blocks human PLC-beta3 enzyme activity; Q01970; Purified PLC-beta3, fluorogenic substrate, fluorescence; inhibition, % at 12.2 µM; hit rate 0.18% among 370,000; AID 720704; in the data active means inhibition above about 11%;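 further: 0% = median of compound wells on plate and 100% = full blocker control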
ADAM10 inh = inhibitors of human ADAM10. O14672. recombinant ADAM10, EDANS/DABCYL FRET peptide cleavage, 3 h. inhibition, % at 7 µM. hit rate 0.62% among 370,000;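 active means inhibition above a per-campaign cutoff equal to the mean of compounds falling between control-based bounds plus 3 SD, cut at about 20% in these data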;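 further: 0% = DMSO wells while the 100% control is not disclosed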
Target sequence (O14672 214-748 limits assumed): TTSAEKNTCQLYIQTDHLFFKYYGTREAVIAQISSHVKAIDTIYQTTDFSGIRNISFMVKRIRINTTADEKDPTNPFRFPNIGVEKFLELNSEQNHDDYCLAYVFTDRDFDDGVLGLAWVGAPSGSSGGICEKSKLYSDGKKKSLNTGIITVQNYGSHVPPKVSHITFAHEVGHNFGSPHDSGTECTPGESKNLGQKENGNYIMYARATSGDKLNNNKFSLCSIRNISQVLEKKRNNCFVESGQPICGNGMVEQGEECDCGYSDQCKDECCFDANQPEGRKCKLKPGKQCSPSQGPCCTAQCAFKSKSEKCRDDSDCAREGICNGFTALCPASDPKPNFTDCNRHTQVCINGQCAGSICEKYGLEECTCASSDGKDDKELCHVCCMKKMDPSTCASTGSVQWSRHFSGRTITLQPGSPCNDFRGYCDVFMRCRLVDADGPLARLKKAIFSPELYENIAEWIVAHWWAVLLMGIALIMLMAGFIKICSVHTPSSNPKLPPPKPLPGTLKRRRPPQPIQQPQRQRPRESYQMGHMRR
Tn6 DDE FP = DD(E)-Tn6 binding inhibition, primary FP screen | AID 720509 | hit rate 0.21% among 370,000 | inhibition, % at 8.3 µM | Fibrin DD(E) TRITC-Tn6 fluorescence polarization displacement | P02675;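 active means inhibition above a per-campaign cutoff: mean of compounds within control limits plus 3 SD, cut at about 15% in these data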;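 further: 0% = median of all compound wells on the plate and 100% = blocking peptide control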
ARFGAP1 inh = inhibits rat ARF GTPase activating protein 1; hit rate 0.26% among 360,000; Arfgap1-stimulated ARF1 GTP hydrolysis, GDP FP detection; AID 651572; inhibition, % at 16.5 µM;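 active means inhibition above a per-plate limit, mean inhibition of low control wells plus 3 SD, cut at about 25% in these data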;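 further: 0% = DMSO wells with enzyme and 100% = wells lacking Arfgap1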
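Material: truncated rat Arfgap1 GAP domain; Incubation: compound-enzyme preincubation 20 min, reaction 120 min, detection 60 min, 25 °C; Read-out: percent inhibition of Arfgap1-stimulated GTP hydrolysis; Technique: FP, GDP Alexa 633 tracer displaced from anti-GDP antibody, 620/688 nm; Controls: No-Arfgap1 wells (100%) versus DMSO full-reaction wells (0%); Replication: single well per compound.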
ASAP1 GAP inh = ASAP1 ArfGAP inhibition | Q9ULH1 | ASAP1-stimulated ARF1 GTP hydrolysis, GDP FP detection | inhibition, % at 16.5 µM | hit rate 0.19% among 360,000 | AID 624377; in the data active means inhibition above about 25%;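 further: 0% = vehicle with enzyme and substrate and 100% = no enzyme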
Target sequence (Q9ULH1 325-724 limits assumed): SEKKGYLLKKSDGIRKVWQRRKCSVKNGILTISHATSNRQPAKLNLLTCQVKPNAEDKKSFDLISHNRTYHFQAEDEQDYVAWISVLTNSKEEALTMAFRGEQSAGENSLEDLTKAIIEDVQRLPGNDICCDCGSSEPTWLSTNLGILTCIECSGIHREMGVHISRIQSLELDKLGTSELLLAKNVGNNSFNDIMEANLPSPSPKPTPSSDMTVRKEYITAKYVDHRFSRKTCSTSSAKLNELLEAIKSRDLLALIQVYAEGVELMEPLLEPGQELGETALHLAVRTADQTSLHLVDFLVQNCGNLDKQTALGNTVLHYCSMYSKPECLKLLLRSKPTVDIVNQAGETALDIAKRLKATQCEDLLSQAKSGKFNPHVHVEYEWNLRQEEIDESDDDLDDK
ADAM17 inh = inhibits human ADAM17 | hit rate 0.83% among 370,000 | inhibition, % at 6.95 µM | recombinant ADAM17, EDANS/DABCYL FRET peptide cleavage | AID 720648 | P78536;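 active means inhibition above the mean of compounds lying between control limits plus 3 SD, set per campaign, cut at about 8.5% in these data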;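 further: 0% = DMSO-only wells as the low control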
DDE Tn7 FP inh = DD(E)-Tn7 binding inhibition, primary FP screen; FP displacement of FITC-Tn7 peptide from fibrin DD(E); 0% = median of compound wells per plate; hit rate 0.13% among 370,000; inhibition, % at 8.3 µM; P02675;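 active means inhibition above the mean of compounds falling within the control limits plus 3 SD of them, cut at about 14% in these data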;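 further: 0% = plate median of compound wells and 100% = 10 µM Aha-Tn7 peptide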
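system = human fibrin DD(E) protein | quantity = DD(E) 2 µM final | medium = Tris/NaCl/CaCl2 buffer, pH 7.8 | also added = labelled Tn7 tracer, 0.1 µM | compound dosing = single point at 8.3 µM | timing = compound with protein 10 min, then 3 h after probe, room temperature | signal = FP measurement | benchmarks = Aha-Tn7 high control | repeats = one replicate per compound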
* marks the source's active call; other numbers are inactive results; i = inactive; / = no result given; & = joins results of further samples.

TDP2 absorb	SIAE primary	PLC-gamma1 inh	PLC-beta3 inh	ADAM10 inh	Tn6 DDE FP	ARFGAP1 inh	ASAP1 GAP inh	ADAM17 inh	DDE Tn7 FP inh	smiles
4	0	-4	0	-19	-2	0	2	-3	7	CN(CCc1ccccc1)C(=O)c1cccc(NC(=O)Cc2cccc(NC(=O)C3CCCN(C(=O)C4CC4)C3)c2)c1 (stereo not drawn)
-19	0	2	6	3	-3	5	1	-2	7	CCNC(=O)C(=O)NCC(c1ccc2c(c1)OCO2)N1CCOCC1 (stereo not drawn)
13	5	-5	-11	-4	4	-1	3	-4	-4	COc1ccc(CCN(C)c2ccc(S(=O)(=O)N3CCCC3)cn2)cc1OC
4	3	2	-9	-11	0	-4	5	-2	11	CCN(CC(=O)Nc1c(F)cccc1F)C(=O)C1CC1C (stereo not drawn)
15	8	0	-5	-5	1	0	5	2	2	Cc1ccc2nc(N(CCN(C)C)C(=O)C3=COCCO3)sc2c1
7	5	-5	-12	-15	5	1	-7	-6	-6	Cc1cc(Nc2ccc(O)cc2)n2c(nc3ccccc32)c1C#N
-7	-3	2	-4	-2	-1	12	-2	-4	0	O=C(Cc1coc2cc3c(cc12)CCC3)OCC(=O)N1CCCC1=O
11	-2	-2	-2	-2	3	/	/	-3	-4	C[C@@H]1OC(C2CCCCC2)N(C)[C@H]2C[C@H]3c4cc(-c5ccc6c(c5)OCO6)ccc4CCN3C[C@@H]12 (stereo partly drawn)
-8	-10	4	1	9	-4	14	-12	1	-10	CCOC(=O)c1ccc(NC(=O)c2nc[nH]c2C(=O)NC)cc1
-10	-5	-1	3	-8	-1	-7	2	-1	-5	CC1(C)CC(=O)C2=C(C1)OC1=C(C(=O)CC(C)(C)C1)C2c1ccccc1
13	-9	-3	-6	-8	4	-1	-4	-3	1	COc1ccc(CNC(=O)c2cc(=O)c3ccc(C)c(C)c3o2)cc1
3	-2	0	-3	-14	0	15	15	-26	3	COc1ccc(F)cc1C(=O)C1CCCN(C(=O)C2=C(C)OCCO2)C1 (stereo not drawn)
5	-4	-2	-9	1	2	4	1	-1	6	CCOc1ccc(NC(=O)CN(C)C(=O)CSCc2ccc(C)cc2)cc1OCC
13	2	i	i	i	-5	6	-1	i	-2	CCc1nn(CC(=O)NCCN2CCOCC2)c(=O)c2cc3c(OC)cccc3n12
8	60*	0	0	0	-3	/	/	-2	0	COC(=O)C1CN(Cc2ccc(C)cc2)CCS(=O)(=O)N1Cc1cn(Cc2ccc(F)cc2)nn1 (stereo not drawn)
12	-11	-1	0	4	0	-2	7	2	5	O=C(CNC(=O)c1cccs1)NCC(=O)OCc1ccc(Cl)cc1Cl
1	6	-1	-1	-6	1	-7	-1	-6	-2	CCOC(=O)C(NC(C)=O)C(=O)O (stereo not drawn)
3	-1	2	5	-3	1	-2	11	-3	1	COCCNc1ncnc2c1nc1n2CCCC1
4	4	4	-4	8	9	2	-6	1	4	O=C(CCNC(=O)c1ccc(Br)cc1)NCC1CCCO1 (stereo not drawn)
-2	-3	3	-4	-12	-7	-3	-5	-10	3	CN1CCN(CCNC(=O)c2ccc(CS(=O)c3ccc(Br)cc3)o2)CC1 (stereo not drawn)
-12	12	2	-1	-2	0	-5	0	-1	4	Cc1ccc(NC(=O)CN2C(=O)NC(C)(C3CC3)C2=O)c([N+](=O)[O-])c1 (stereo not drawn)
-3	-14	2	3	4	-6	13	17	-2	-2	O=C(N/N=C\c1ccc(OC(=O)c2cccs2)cc1)c1ccc(Cl)cc1
-5	-1	-5	-10	-18	2	-5	17	-6	7	Cc1ccc(NC(=O)COC(=O)c2ccc3c(=O)n4c(nc3c2)CCC4)c(Br)c1
0	-9	2	4	3	8	6	0	-3	7	CCOC(=O)N1CCN(Cc2nc(-c3cccc(C)c3)no2)CC1
1	0	3	-1	0	3	2	-7	3	-4	COc1ccc2cc(C(C)C(=O)NC3CCC(O)CC3)ccc2c1 (stereo not drawn)
-2	8	-2	-7	-3	-4	2	-12	-2	-1	Cc1cccc(C(=O)NCc2nnc(SCc3ccc(F)cc3)n2C)c1
4	4	-1	-1	0	3	-3	-4	1	-4	[O-][N+]1=c2ccc(Nc3ccccc3)cc2=NC12CCCCC2
0	-7	4	-1	3	7	-5	-17	0	7	CC(C(=O)NCCCn1ccnc1)(c1ccccc1)c1ccccc1
-3	-3	0	5	-7	0	-14	-10	-3	-7	C=C1CCC[C@]2(C)C[C@H]3OC(=O)C(CNCC(OC)OC)[C@H]3CC12 (stereo partly drawn)
7	-3	-1	-7	-7	-5	4	-9	-3	-4	CCOc1ccc(CCNC(=O)COC(=O)c2cccs2)cc1OCC
0	1	-197	-263	i	-8	8	2	-163	-7	Cc1ccc(-c2cc3cccc[n+]3cc2-c2ccc(C)cc2)cc1
-3	5	5	-6	1	10	2	9	4	-5	CCOc1ccccc1NC(=O)NCCc1c[nH]c2ccccc12
-2	7	2	2	16	6	/	/	8	-2	O=C(CSc1nnc(COc2ccc(Cl)cc2)n1Cc1ccco1)Nc1ccc2c(c1)OCO2
-16	2	3	-4	-4	0	-2	6	-6	2	Cc1ccsc1S(=O)(=O)N1CCCC(CCC(=O)NCc2ccccc2F)C1 (stereo not drawn)
2	13	-2	-1	-3	-12	-2	2	-1	-8	CC(=O)c1cn(CC(=O)Nc2ccccc2C)c2ccccc12
2	-6	3	0	0	7	-1	3	-2	3	CCCOc1cc(C)c(S(=O)(=O)NC2CC(C)(C)NC(C)(C)C2)cc1C
-9	1	-5	-11	0	5	6	1	1	-3	O=C(Nc1ccc(Cl)cc1)c1ccc(-c2ccccn2)s1
7	0	-1	-5	0	-5	12	4	-5	5	Cc1ccc(CSc2n[nH]c(N)n2)cc1
-2	7	-361	i	i	-1	7	-6	i	-1	COc1ccc(-c2cc(=Nc3c(C)n(C)n(-c4ccccc4)c3=O)c3ccccc3o2)cc1
4	8	-51	-70	-27	-4	11	1	-10	0	COc1ccc(-c2cc(NC=O)c3ncc(-c4ccc(OC)c(OC)c4)n3c2)c(OC)c1
-9	3	4	3	-7	5	5	-5	-1	-1	COC(=O)c1ccccc1NC(=O)Oc1ccc(F)cc1
-4&7	9&3	-49&-58	-68&-77	-104&-62	2&-1	0&2	2&8	-26&-22	0&2	COC(=O)C1=C(C)NC(C)=C(C(=O)OC)C1C(=O)OCC(=O)N1c2ccccc2CC1C (stereo not drawn)
8	11	2	-2	0	3	-5	16	1	9	COc1cc2c(cc1OC)C(c1ccc(Br)cc1)CC(=O)N2 (stereo not drawn)
-8	6	6	-4	-9	1	7	-6	1	-2	COc1ccc(N2CCN(C(=O)C(Cc3ccccc3)NC(=O)c3ccccc3)CC2)cc1 (stereo not drawn)
-7	5	0	3	-10	-3	1	-9	-2	2	c1ccc2ccccc2c1
7	-23	1	5	12	3	0	-3	3	-1	Cc1cc(C)nc(NS(=O)(=O)c2ccc(NC(=O)CN3C(=O)S/C(=C\c4ccccc4)C3=O)cc2)n1
1	-1	-1	-8	3	-4	1	-1	-1	-2	Cc1cc(-c2ccc(C(C)C)c(S(=O)(=O)NCCN3CCC(C)CC3)c2)on1
5	6	-1	0	-8	-1	4	1	0	-3	COc1cccc(C2C(C(=O)c3ccco3)=C(O)C(=O)N2CCN(C)C)c1OC (stereo not drawn)

Of the compounds above, these contain bromine.
TDP2 absorb	SIAE primary	PLC-gamma1 inh	PLC-beta3 inh	ADAM10 inh	Tn6 DDE FP	ARFGAP1 inh	ASAP1 GAP inh	ADAM17 inh	DDE Tn7 FP inh	smiles
4	4	4	-4	8	9	2	-6	1	4	O=C(CCNC(=O)c1ccc(Br)cc1)NCC1CCCO1 (stereo not drawn)
-2	-3	3	-4	-12	-7	-3	-5	-10	3	CN1CCN(CCNC(=O)c2ccc(CS(=O)c3ccc(Br)cc3)o2)CC1 (stereo not drawn)
-5	-1	-5	-10	-18	2	-5	17	-6	7	Cc1ccc(NC(=O)COC(=O)c2ccc3c(=O)n4c(nc3c2)CCC4)c(Br)c1
8	11	2	-2	0	3	-5	16	1	9	COc1cc2c(cc1OC)C(c1ccc(Br)cc1)CC(=O)N2 (stereo not drawn)

The list goes on.
TDP2 absorb	SIAE primary	PLC-gamma1 inh	PLC-beta3 inh	ADAM10 inh	Tn6 DDE FP	ARFGAP1 inh	ASAP1 GAP inh	ADAM17 inh	DDE Tn7 FP inh	smiles
-7	-7	1	-5	-7	1	1	-2	-5	2	CCCCN(C(=O)CC1OC(=O)c2ccccc21)c1c(N)n(CCCC)c(=O)[nH]c1=O (stereo not drawn)
-10	4	3	-8	-10	3	-8	-2	-1	2	CC(C)(C)c1ccc(NC(=O)CSc2n[nH]c(=O)n2C2CC2)cc1
5	-6	0	4	2	-3	-4	6	2	-9	O=C(O)CC1CCC1CC(=O)O (stereo not drawn)
-9	-5	0	5	12	3	-9	2	11*	-8	O=C1NC[C@@H](Cc2cccc3ccccc23)N(CCCCC2CCCCC2)C1=O
-3	-2	8	3	9	6	8	2	2	7	CCCCCCCCN1C(=O)[C@H](CC(=O)NCCc2ccccc2OC)C[C@@]2(C(=O)OCC)CCCC=C12
-9	4	2	-10	-3	2	7	-2	-3	4	CCc1ccc(-c2cc3c(=O)n(CC(=O)NCCCN4CCN(Cc5ccccc5)CC4)nc(C)n3n2)cc1
